# From PubChem
# EBI2 block: antagonists of human EBI2 receptor; P32249; EBI2 beta-arrestin recruitment, luminescence, 7a,25-OHC stimulated; inhibition, % at 5 µM; 0.81% of 360,000 active; AID 651636; in the data active = inhibition above about 38%;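 also: enzyme fragment complementation signal reports receptor beta-arrestin coupling in cells; 0% = agonist plus DMSO wells and 100% = wells without agonist; some results beyond the cut were filed as inactive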
# Target sequence (P32249 whole entry, looked up, the tested form may be a part): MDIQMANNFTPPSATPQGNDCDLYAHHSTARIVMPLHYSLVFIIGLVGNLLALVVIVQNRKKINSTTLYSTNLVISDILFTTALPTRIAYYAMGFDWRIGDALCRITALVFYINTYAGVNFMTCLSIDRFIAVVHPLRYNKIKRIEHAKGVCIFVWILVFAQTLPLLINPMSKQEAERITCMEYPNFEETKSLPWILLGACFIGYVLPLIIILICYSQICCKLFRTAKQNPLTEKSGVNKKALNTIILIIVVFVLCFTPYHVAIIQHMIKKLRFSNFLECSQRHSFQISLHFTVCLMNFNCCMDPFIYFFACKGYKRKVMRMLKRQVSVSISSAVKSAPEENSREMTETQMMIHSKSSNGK
# CCR6 antag: CCR6 (human) receptor antagonism. P51684. CHO-K1 CCR6 PathHunter beta-arrestin, luminescence, CCL20-stimulated. inhibition, % at 20 µM. 0.49% of 340,000 active;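 active = compounds whose inhibition of the agonist-driven luminescence signal at 20 µM reaches about 50%, limit read from the data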;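 also: cells stimulated with CCL20 at 14 nM final; plate controls were DMSO with CCL20 for no effect and DMSO without agonist for full effect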
# MPTP inh: permeability transition pore inhibition | isolated mouse mitochondria, Ca2+ swelling absorbance, 30 min | inhibition, % at 10 µM | 1.4% of 360,000 active | AID 602449;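 active = inhibition of 50% or more, scaled per plate between neutral and stimulator controls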;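 also: 0% = DMSO wells given calcium and 100% = 1 mM EGTA wells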
# CXCR6 block: blocks human CXCR6 beta-arrestin recruitment; CHO-K1 PathHunter CXCR6 beta-arrestin, luminescence; inhibition, % at 20 µM; 0.36% of 360,000 active; in the data active = inhibition above about 34%, passing the limit was not always enough;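 also: antagonist mode with CXCL16 agonist at 10 nM final; 0% = 10 nM CXCL16 with DMSO and 100% = unstimulated wells without agonist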
# A3G deaminase: inhibitors of human APOBEC3G DNA deaminase; Q9HC16; recombinant A3G, ssDNA deamination FAM/TAMRA fluorescence; inhibition, % at 20 µM; 0.28% of 330,000 active; AID 493012;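 active = inhibition of at least 40% at 20 µM, with no more than 30% in the related APOBEC3A deaminase screen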;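 also: plate controls were DMSO wells with A3G for no effect and wells lacking A3G enzyme for full effect; some compounds called inactive have numbers as strong as hits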
# Target sequence (Q9HC16 whole entry, looked up): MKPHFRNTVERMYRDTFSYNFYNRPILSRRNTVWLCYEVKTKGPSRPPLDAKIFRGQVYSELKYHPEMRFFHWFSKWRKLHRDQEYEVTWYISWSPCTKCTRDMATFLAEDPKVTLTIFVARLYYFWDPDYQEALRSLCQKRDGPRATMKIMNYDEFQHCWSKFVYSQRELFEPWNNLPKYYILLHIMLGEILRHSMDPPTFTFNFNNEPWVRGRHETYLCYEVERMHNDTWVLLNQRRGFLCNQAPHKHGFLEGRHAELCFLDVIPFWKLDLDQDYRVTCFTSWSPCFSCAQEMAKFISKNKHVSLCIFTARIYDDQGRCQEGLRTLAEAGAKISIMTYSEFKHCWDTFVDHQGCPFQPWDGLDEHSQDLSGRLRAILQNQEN
# GRIN3A LBD mod: modulates the human NR3A ligand-binding domain | 2.5% of 340,000 active | NR3A LBD differential scanning fluorimetry, Tm shift; 0% = protein alone, 100% = glycine-bound protein | Tm shift relative to glycine control, % at 25 µM | AID 1259313;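 active = melting temperature shift of at least 10% of the positive control shift, at one fixed dose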
# APOBEC3A inh: inhibitors of human APOBEC3A DNA deaminase. 0.41% of 330,000 active. AID 493011. recombinant A3A, FAM/TAMRA ssDNA deamination fluorescence. inhibition, % at 20 µM. P31941;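 active = at least 40% inhibition at 20 µM here, with at most 30% in a related deaminase screen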;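 also: plate controls were A3A with DMSO for no effect and wells lacking A3A enzyme for full effect; some results filed as inactive read as strong as hits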
# Target sequence (P31941 whole entry, looked up): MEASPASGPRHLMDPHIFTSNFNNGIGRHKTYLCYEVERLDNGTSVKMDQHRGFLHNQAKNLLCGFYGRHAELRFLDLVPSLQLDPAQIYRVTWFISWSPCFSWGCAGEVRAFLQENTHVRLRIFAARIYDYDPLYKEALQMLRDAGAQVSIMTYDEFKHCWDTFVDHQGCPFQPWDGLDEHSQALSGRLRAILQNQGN
# Gli-Sufu antag: antagonists of Gli-Sufu signaling | Sufu-KO-LIGHT fibroblasts, Gli luciferase reporter luminescence | inhibition, % at 5 µM | 0.74% of 340,000 active | AID 588413;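 active = inhibition above about 55%, limit read from the data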;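 also: 0% = DMSO-treated cells and 100% = wells with medium but no cells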
# Numbers without * were called inactive; . = not tested or not shown.
SMILES,EBI2 block,CCR6 antag,MPTP inh,CXCR6 block,A3G deaminase,GRIN3A LBD mod,APOBEC3A inh,Gli-Sufu antag
CN(C)c1cccc(C(=O)Nc2nc3ccccc3[nH]2)c1,-4,19,-0.1,-12,-10,-2,-5,-37
NC(=O)CSc1nc(-c2ccccc2)nc2c1CCCC2,7,-3,-0.8,4,-6,-2,0,-1
CCc1ccccc1N(C)S(=O)(=O)c1ccc(-c2cc(C)no2)s1,14,24,-2.4,0,-4,-11,-1,37
COc1cc(C(=O)NCC(c2cccs2)N2CCc3ccccc32)cc(OC)c1OC (centres undefined),16,0,0.9,13,-11,.,-4,10
CC1CCc2nc3ccc(S(=O)(=O)N4CCC(C(=O)NC5CCCC5)CC4)cc3c(C(=O)O)c2C1 (centres undefined),-2,-2,0.0,-2,-4,0,0,1
Cc1cc(C)n(CCN(C)c2nc3nonc3nc2NC2CC2)n1,-5,13,-0.7,6,-8,0,-6,1
O=C(NCc1ccco1)/C(=C/c1cccc(C(F)(F)F)c1)c1nc2ccccc2[nH]1,4,2,-1.1,6,-8,-5,-2,11
COc1cc(S(=O)(=O)NCc2ccc3c(c2)OCO3)ccc1Cl,-7,-6,1.0,-4,-3,1,-2,-1
FC(F)(F)c1cccc(NC(=S)NCc2ccccn2)c1,-7,1,8.5,-12,-2,-3,0,-6
Cc1cccc(NC(=S)N/N=C/c2cccn2Cc2ccc(F)cc2)c1,18,12,15,5,-4,1,-5,-6
COc1ccc(CCNC(=O)C2CC3Cn4c(nc5ccccc54)C3N2C)cc1 (centres undefined),12,13,-1.1,-4,-6,3,1,2
Cc1ccc(NC(=O)COC(=O)CCC(=O)c2cccs2)cc1,-13,9,0.7,0,-6,8,-3,4
CN1CCN(S(=O)(=O)c2ccc(Cl)s2)CC1,0,14,1.3,-1,0,-1,-1,-4
COC(=O)c1ccccc1N1CCS(=O)(=O)CC1,-12,-4,-2.1,6,-9,-4,-2,-8
CCOc1ccc(S(=O)(=O)N2CCN(C(=O)c3ccc(-n4cncn4)c([N+](=O)[O-])c3)CC2)cc1,1,-6,-1.0,-4,-1,0,1,7
COc1ccc(-c2c(C)c3cc(O)ccc3oc2=O)cc1OC,-18,19,-1.9,4,-6,42*,-7,-9
O=C(C1=C[C@@H](c2csc3ccccc23)C[C@@H](OCc2ccc(CO)cc2)O1)N1CCOCC1,12,7,-0.1,-3,-5,-3,-1,7
CC(C)c1nc2ccccn2c1NC1CCCCC1,3,3,-1.1,4,-5,-1,-6,13
CC(=O)c1c(C)oc2ccc(NS(=O)(=O)c3ccc(C)cc3)cc12,-15,-3,1.8,-1,-6,3,-4,15
CCOC(=O)c1ccc(NC(=O)CN2CCN(Cc3ccccc3)CC2)cc1,7,1,2.3,5,-3,0,-6,19
Cc1nc2sccn2c(=O)c1S(=O)(=O)NCc1ccccc1,-6,-5,-1.0,3,2,0,1,-1
O=S(=O)(c1cccs1)N1CCN(CCOc2ccc(Cl)cc2)CC1,64*,12,-3.0,-7,-1,-2,15,4
COc1ccc(N2CCN(C(=O)CCCNC(=O)Cn3cnc4sc(C)c(C)c4c3=O)CC2)cc1,9,3,-0.6,3,0,1,1,-34
CCOc1cc(C(=S)N2CCCC2)ccc1OCC(=O)Nc1c(C)cc(C)cc1C,0,11,-7.3,8,-4,-1,-1,5
COc1ccc([N+](=O)[O-])c(OC)c1C(=O)NC(=O)Nc1nc(C)cc(C)n1,8,9,1.8,-2,-5,0,-1,11
O=C(O)/C=C/c1cccc(NC(=O)c2ccc(Cl)cc2)c1,-18,7,1.3,-2,-4,-1,-1,-17
Cc1[nH]ccc(=O)c1OC1OC(CO)C(O)C(O)C1O (centres undefined),-17,6,0.3,-12,-3,-1,2,-9
CCN(CC)CCN(Cc1cc2ccc(C)cc2[nH]c1=O)C(=S)Nc1ccccc1C(=O)OC,14,16,-1.0,4,-8,-2,-6,27
CCOC(=O)c1ccc(NC2=CC(=O)C(=O)c3ccccc32)cc1,23,9,1.0,33,-4,-1,-3,21
O=C(CN1CCN(S(=O)(=O)N2CCCCC2)CC1)Nc1ccc(Br)cc1,31,10,2.7,-4,9,-4,-4,2
CSc1cccc(CN2CCCC(CNC(=O)c3ccco3)C2)c1 (centres undefined),-1,6,0.0,-1,-5,-1,1,15
COC(=O)c1nc(NC(=O)c2ccc(C(C)(C)C)cc2)n[nH]1,6,16,-0.6,4,.,-1,.,5
CC1CN(c2ccc(NC(=S)NNCCC#N)cc2)CC(C)O1 (centres undefined),8,6,2.0,6,1,5,2,2
CCCN(CCO)Cc1ccc(Cl)c(Cl)c1,-7,-2,-1.3,-5,-5,1,1,7
O=c1ccc(/C=C/c2ccccc2)nn1Cc1ccc(F)cc1,-5,5,-0.2,-16,1,-6,5,-3
CN(CCOc1ccc(Cl)c(Cl)c1)Cc1ccccc1,13,11,0.1,1,-2,1,-4,3
CN(c1ccccc1)S(=O)(=O)c1ccc(NC(=O)c2cccs2)cc1,2,16,1.6,-4,-7,-4,-1,0
CSc1nc(-c2ccc(Cl)cc2)nn1C(=O)c1ccco1,-13,-24,-2.7,-6,-2,0,-1,11
CC(=O)NC(Cc1ccccc1C)C(=O)NC1CCN(c2nnnn2-c2ccccc2)CC1 (centres undefined),-10,-4,0.5,-2,10,-1,4,1
Cc1ccn2cc(-c3ccc(O)c(O)c3)nc2c1,2,-10,-0.4,-15,-11,-1,-4,-24

# Ordered by the number under EBI2 block (rising): 3 of the compounds above
mol | EBI2 block
CSc1cccc(CN2CCCC(CNC(=O)c3ccco3)C2)c1 (centres undefined) | -1
CCOc1ccc(S(=O)(=O)N2CCN(C(=O)c3ccc(-n4cncn4)c([N+](=O)[O-])c3)CC2)cc1 | 1
O=C(CN1CCN(S(=O)(=O)N2CCCCC2)CC1)Nc1ccc(Br)cc1 | 31

# Laid out differently: results already given
# Under each structure – EBI2 block	CCR6 antag	MPTP inh	CXCR6 block	A3G deaminase	GRIN3A LBD mod	APOBEC3A inh	Gli-Sufu antag
Cc1nc2sccn2c(=O)c1S(=O)(=O)NCc1ccccc1
  -6	-5	-1.0	3	2	0	1	-1
O=S(=O)(c1cccs1)N1CCN(CCOc2ccc(Cl)cc2)CC1
  64*	12	-3.0	-7	-1	-2	15	4
COc1ccc(N2CCN(C(=O)CCCNC(=O)Cn3cnc4sc(C)c(C)c4c3=O)CC2)cc1
  9	3	-0.6	3	0	1	1	-34
CCOc1cc(C(=S)N2CCCC2)ccc1OCC(=O)Nc1c(C)cc(C)cc1C
  0	11	-7.3	8	-4	-1	-1	5
COc1ccc([N+](=O)[O-])c(OC)c1C(=O)NC(=O)Nc1nc(C)cc(C)n1
  8	9	1.8	-2	-5	0	-1	11
O=C(O)/C=C/c1cccc(NC(=O)c2ccc(Cl)cc2)c1
  -18	7	1.3	-2	-4	-1	-1	-17
Cc1[nH]ccc(=O)c1OC1OC(CO)C(O)C(O)C1O (centres undefined)
  -17	6	0.3	-12	-3	-1	2	-9
CCN(CC)CCN(Cc1cc2ccc(C)cc2[nH]c1=O)C(=S)Nc1ccccc1C(=O)OC
  14	16	-1.0	4	-8	-2	-6	27
CCOC(=O)c1ccc(NC2=CC(=O)C(=O)c3ccccc32)cc1
  23	9	1.0	33	-4	-1	-3	21
O=C(CN1CCN(S(=O)(=O)N2CCCCC2)CC1)Nc1ccc(Br)cc1
  31	10	2.7	-4	9	-4	-4	2
CSc1cccc(CN2CCCC(CNC(=O)c3ccco3)C2)c1 (centres undefined)
  -1	6	0.0	-1	-5	-1	1	15
COC(=O)c1nc(NC(=O)c2ccc(C(C)(C)C)cc2)n[nH]1
  6	16	-0.6	4	.	-1	.	5
CC1CN(c2ccc(NC(=S)NNCCC#N)cc2)CC(C)O1 (centres undefined)
  8	6	2.0	6	1	5	2	2
CCCN(CCO)Cc1ccc(Cl)c(Cl)c1
  -7	-2	-1.3	-5	-5	1	1	7
O=c1ccc(/C=C/c2ccccc2)nn1Cc1ccc(F)cc1
  -5	5	-0.2	-16	1	-6	5	-3
CN(CCOc1ccc(Cl)c(Cl)c1)Cc1ccccc1
  13	11	0.1	1	-2	1	-4	3
CN(c1ccccc1)S(=O)(=O)c1ccc(NC(=O)c2cccs2)cc1
  2	16	1.6	-4	-7	-4	-1	0

# Additional entries:
SMILES,EBI2 block,CCR6 antag,MPTP inh,CXCR6 block,A3G deaminase,GRIN3A LBD mod,APOBEC3A inh,Gli-Sufu antag
Cc1cccc(NC(=S)N(CCCN2CCOCC2)Cc2ccco2)c1,4,-2,-0.4,3,-10,0,1,7
COC(=O)CN(n1cnnc1)S(=O)(=O)c1ccccc1Cl,0,9,0.5,-9,-7,-1,-5,9
O=C1C=C(c2ccc(Cl)c(C(F)(F)F)c2)C[C@@H](c2ccc(F)cc2)C1,19,16,-0.2,-7,-7,-13,-3,7
C/C(=N\NC(=O)c1ccc(-c2ccccc2)cc1)c1ccco1,-3,15,0.0,3,-9,-1,-6,-21
Cc1ccc(CNC(=O)C(c2ccccc2)c2ccccc2)cc1,9,16,0.0,12,-8,1,-1,-10
Cc1cccc(C)c1NC(=O)CNC(=O)C1CCCN(C(=O)c2ccc(Cl)cc2)C1 (centres undefined),14,11,-0.3,4,-11,0,-5,-2
Cc1cccc2sc(NC(=O)CNS(=O)(=O)c3ccc(Br)s3)nc12,6,-6,26,-14,-6,11*,-5,.
O=C(Nc1cccc(O)c1)c1cc(-c2cccs2)on1,16,19,0.4,0,-2,15*,-2,-13
COc1ccc(C(=O)CN2CCN(S(=O)(=O)c3cccc([N+](=O)[O-])c3)CC2)cc1OC,-5,4,0.6,-18,12,1,-1,7
O=[N+]([O-])c1ccc(NCCCNS(=O)(=O)c2ccc(Cl)cc2)c(Cl)c1,3,11,23,0,-9,-4,-4,20
CCc1nc(Nc2cc(OC)ccc2OC)c2oc3ccccc3c2n1,33,5,0.9,3,-7,5,0,3
CCN(CC)c1ccc(/C=C/C(=O)c2ccc(Br)cc2)cc1,37,-10,4.3,11,.,3,.,-11
O=C(COC(=O)CCC(=O)c1cccs1)Nc1ccc(Cl)cn1,-10,3,0.7,-4,2,-1,3,-9
Fc1cccc(Cl)c1CNC(c1ccccc1)c1ccccc1,36,30,3.3,11,-4,3,-3,0
Cc1c(C(=O)OCC(=O)Nc2ccc(N3CCOCC3)cc2)oc2ccccc12,2,10,-1.5,-5,-2,3,4,0
O=C(/C=C/c1ccccc1)Oc1cccc2cccnc12,2,8,-1.2,-4,-5,-1,5,2
O=C(Nc1ccc(Cl)cc1)c1cccc(NC2=NC3CS(=O)(=O)CC3S2)c1 (centres undefined),-10,9,-1.4,2,-7,3,-2,-2
COc1ccccc1CCC(=O)OCC(=O)Nc1ccc2[nH]c(=O)[nH]c2c1,0,12,-0.8,1,-10,0,6,-5
COCCCNC(=S)N(Cc1cccnc1)Cc1ccc(OC)c(OC)c1,-6,-20,-0.2,-7,-7,-1,-1,-5
COc1ccc(-c2nnc(N(C)C(=O)C3CCCO3)s2)cc1 (centres undefined),8,7,-2.3,-12,-1,0,-15,-92
Cc1ccc(S(=O)(=O)N2CCN(CCO)CC2)cc1-c1nnc2c3ccccc3c(C)nn12,-5,-7,0.4,-2,-8,-6,-6,6
CCN1CCN(C2CCCCC2NS(=O)(=O)c2ccc(Cl)cc2)CC1 (centres undefined),0,6,0.3,-10,-7,0,-2,3
Cc1cccc(NS(=O)(=O)c2cccc(C(=O)NCCCN3CCCC3=O)c2)c1,-7,2,0.2,-1,-10,-3,-2,3
COc1ccc(-c2nn(-c3ccccc3)cc2C(=O)N2c3ccc(C)cc3C3CN(C)CCC32)cc1 (centres undefined),4,10,-6.0,-5,-3,-1,1,.
Cc1cccc2cc3cccc(C)c3nc12,2,7,0.2,-9,-10,2,-6,-4
O=C(CNC1CCN(Cc2ccccc2)CC1)Nc1ccc(S(=O)(=O)N2CCCCC2)cc1,-5,4,2.1,2,-8,0,-2,3
CCOCCCNC(=S)Nc1ccc2nc3n(c(=O)c2c1)CCCCC3,1,10,-1.2,7,-12,0,0,2
Cc1cc(Cl)ccc1OCCCC(=O)NNC(=O)c1ccccc1O,11,8,2.3,-3,-5,-3,1,-5
